High-throughput results as filed in PubChem.
UGM FP inh – M. tuberculosis UGM enzyme inhibitors, primary screen, biochemical, fluorescence polarization, single point; UDP-galactopyranose mutase (Mycobacterium tuberculosis (strain ATCC 25618 / H37Rv)), …; purified UGM, fluorescence polarization probe displacement; inhibition, % at 10 µM; hit rate 0.06% among 320,000; AID 504406, 2011; in the data active = inhibition above about 10%, passing the limit was not always enough
BH1578 lux ind – inducers of Vibrio cholerae quorum light production without autoinducers, primary screen, BH1578 luxS cqsA deficient, single point; V. cholerae BH1578 lux reporter, luminescence, 6 h; activation, % at 18.7 µM; hit rate 0.16% among 350,000; AID 588436, 2011; in the data active = activation mostly above about 9.7%, no sharp cut-off; note: not every result past the cut was called active; inactives centre near 0; reference of the scale not given here
3CLpro inhibitor – SARS-CoV 3CLpro protease inhibitors, primary screen, biochemical, quenched FRET; recombinant SARS-CoV 3CLpro, quenched FRET peptide cleavage; inhibition, % at 6 µM; hit rate 0.14% among 290,000; in the data active = inhibition above about 12%
PriA SSB inh – inhibitors of Klebsiella pneumoniae PriA binding to SSB C-terminal tail, primary screen, biochemical, AlphaScreen. PriA–SSB C-terminal tail interaction (Klebsiella pneumoniae). AlphaScreen SSBct-PriA binding, biotinylated peptide. inhibition, % at 33 µM. hit rate 0.6% among 430,000; in the data active = inhibition mostly above about 37%, no sharp cut-off; inactive = mostly below about 20%;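 note: plate controls were negative control peptide for no effect and reference peptide for full effect; strong numbers were not always called active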
VHR inh abs – VHR1 phosphatase inhibitors, primary screen, biochemical, absorbance, uHTS | Dual specificity protein phosphatase 3 (Homo sapiens), P51452 | recombinant VHR phosphatase, pNPP absorbance | inhibition, % at 13.3 µM | hit rate 0.52% among 290,000; in the data active = inhibition above about 50%; note: some compounds called inactive have numbers as strong as hits
Target sequence (P51452 whole entry, looked up): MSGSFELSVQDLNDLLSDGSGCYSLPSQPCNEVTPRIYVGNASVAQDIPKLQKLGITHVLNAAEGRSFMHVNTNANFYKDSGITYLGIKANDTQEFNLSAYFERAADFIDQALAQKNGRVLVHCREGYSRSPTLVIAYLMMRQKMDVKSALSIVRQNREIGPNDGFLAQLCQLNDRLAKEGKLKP
MazEF act – activators of E. coli MazEF toxin-antitoxin RNase, primary screen, biochemical, fluorescence, uHTS. AID 504720, 2011. FAM/BHQ RNA-DNA oligo cleavage fluorescence, 5 h. activation, % at 20 µM. hit rate 0.32% among 350,000; in the data active = activation above about 50%
Target sequence (P0AE70 whole entry, looked up): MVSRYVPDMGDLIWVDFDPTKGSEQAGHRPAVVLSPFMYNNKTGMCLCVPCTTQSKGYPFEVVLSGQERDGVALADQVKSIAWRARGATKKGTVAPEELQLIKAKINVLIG
BioA inh – M. tuberculosis BioA enzyme inhibitors, primary screen, biochemical, plate reader, single point, HTS | inhibition, % at 9.99 µM | purified M. tuberculosis BioA enzyme | hit rate 0.096% among 360,000; in the data active = inhibition above about 40%
FBA Mtb inh – Mtb FBA enzyme inhibitors, primary screen, biochemical, fluorescence, strain H37Rv; Fructose-bisphosphate aldolase (Mycobacterium tuberculosis (strain ATCC 25618 / H37Rv)), …; purified M. tuberculosis FBA, fluorescence read-out; inhibition, % at 1 µM; hit rate 2.3% among 360,000; AID 588726, 2011; in the data active = inhibition above about 27%;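 note: 0% = vehicle and 100% = reference inhibitor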
Target sequence (P9WQA3 whole entry, looked up): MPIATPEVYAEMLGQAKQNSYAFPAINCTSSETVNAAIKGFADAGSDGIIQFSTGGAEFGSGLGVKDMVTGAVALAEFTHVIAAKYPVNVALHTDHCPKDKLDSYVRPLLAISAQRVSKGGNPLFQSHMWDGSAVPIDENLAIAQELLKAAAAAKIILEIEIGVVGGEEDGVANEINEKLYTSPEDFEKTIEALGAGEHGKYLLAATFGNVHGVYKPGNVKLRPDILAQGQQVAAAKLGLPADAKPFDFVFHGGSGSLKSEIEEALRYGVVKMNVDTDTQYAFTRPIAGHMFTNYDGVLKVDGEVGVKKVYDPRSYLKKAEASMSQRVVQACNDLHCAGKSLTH
GDH-TPI inh – GDH-TPI coupling enzyme inhibitors, primary screen, artefact control for M. tuberculosis FBA inhibitor project, biochemical, absorbance, full deck; AID 588335, 2011; GDH-TPI coupled enzyme counterscreen, NADH absorbance; inhibition, % at 4.8 µM; hit rate 1.2% among 360,000; in the data active = inhibition above about 30%;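 note: 0% = DMSO wells and 100% = wells lacking the enzyme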
Rv3671c protease – Rv3671c serine protease inhibitors, primary screen, biochemical, fluorescence polarization, M. tuberculosis H37Rv | inhibition, % at 5.96 µM | AID 2606, 2010 | P9WHR9 | hit rate 0.048% among 320,000; in the data active = inhibition above about 38%;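 note: extracellular domain of Rv3671c used as enzyme; 0% = enzyme with DMSO and 100% = no enzyme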
Target sequence (P9WHR9 whole entry, looked up, the tested form may be a part): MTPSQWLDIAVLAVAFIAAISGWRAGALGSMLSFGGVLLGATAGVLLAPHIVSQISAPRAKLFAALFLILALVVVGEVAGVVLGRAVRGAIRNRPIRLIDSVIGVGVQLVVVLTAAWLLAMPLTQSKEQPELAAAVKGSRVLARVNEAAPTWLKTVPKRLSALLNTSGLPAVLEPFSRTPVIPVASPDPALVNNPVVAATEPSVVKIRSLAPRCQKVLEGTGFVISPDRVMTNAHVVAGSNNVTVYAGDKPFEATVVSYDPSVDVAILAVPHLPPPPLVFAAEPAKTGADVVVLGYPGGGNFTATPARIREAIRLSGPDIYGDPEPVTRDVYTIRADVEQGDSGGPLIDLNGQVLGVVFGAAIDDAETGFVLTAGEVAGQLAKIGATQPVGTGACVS
* = called active by the depositor; i = inactive; / = no result given; & = joins results of further samples. The list is partial; rates above refer to the full screens.

SMILES | UGM FP inh | BH1578 lux ind | 3CLpro inhibitor | PriA SSB inh | VHR inh abs | MazEF act | BioA inh | FBA Mtb inh | GDH-TPI inh | Rv3671c protease
COc1cccc(NC(=O)CN(C)C(=O)CN2C(=O)c3ccc([N+](=O)[O-])cc3C2=O)c1 | 0.7 | -0.4 | / | -9 | / | 7 | -1.0 | 2 | -9 | 5
CN1CCN(C(=O)CCN2C(=O)/C(=C/c3ccc(F)cc3)SC2=S)CC1 | -0.6 | 0.6 | 3 | -3 | 24 | -15 | -0.5 | -1 | 3 | -56
N#CCC(=O)Nc1ccc(C(=O)OCC(=O)c2ccc3c(c2)OCCO3)cc1 | -0.1 | -0.4 | 1 | -12 | 12 | -46 | -0.6 | 0 | 3 | -22
O=C(NCc1ccco1)C1CCN(c2ccc(S(=O)(=O)N3CCOCC3)cc2[N+](=O)[O-])CC1 | 2.4 | -0.1 | 7 | 4 | -2 | 4 | 1.9 | -3 | -1 | -2
Cc1cc(=O)n2[nH]c(C)c(-c3ccccc3)c2n1 | 0.0 | i | -5 | 2 | 14 | 4 | / | 15 | 3 | 6
Cn1cccc1C(=O)OCC(=O)NC(=O)NC1CCCCC1 | 0.0 | i | -3 | -5 | 20 | 0 | / | 4 | 2 | 4
Cc1ccc(C)c(Nc2nc3ccc(C)cc3n3cnnc23)c1 | -0.7 | i | -2 | -28 | / | 14 | -1.2 | 0 | 7 | -4
O=C(c1ccco1)N(Cc1cccc(F)c1)C1CCS(=O)(=O)C1 (centres undefined) | -2.0 | i | -2 | -4 | -6 | 4 | -0.8 | -9 | -2 | 0
Cc1ccc(N(C)S(=O)(=O)c2cccc(C(=O)NCCCN3CCCC3=O)c2)cc1 | -1.8 | -0.3 | / | -9 | / | -4 | 1.2 | -2 | 0 | 5
CCN(CC)C(=O)CSCc1cnn(-c2ccccc2)c1-n1cccc1 | -1.0 | i | -1 | -3 | -11 | -4 | 3.4 | -2 | 5 | -3
C[C@H](CO)N1C[C@H](C)[C@@H](CN(C)C(=O)c2cccc(F)c2)Oc2cc(-c3cncnc3)ccc2S1(=O)=O | / | i | / | / | / | 0 | 1.5&0.0&3.6 | 0 | -2 | /
O=C(c1cnn2c(C(F)(F)F)cc(-c3ccc(Br)cc3)nc12)N1CCOCC1 | / | i | 4 | 4 | -1 | -3 | / | 0 | 7 | /

Brought forward from above: 3 compounds, followed by the next part.
SMILES | UGM FP inh | BH1578 lux ind | 3CLpro inhibitor | PriA SSB inh | VHR inh abs | MazEF act | BioA inh | FBA Mtb inh | GDH-TPI inh | Rv3671c protease
CCN(CC)C(=O)CSCc1cnn(-c2ccccc2)c1-n1cccc1 | -1.0 | i | -1 | -3 | -11 | -4 | 3.4 | -2 | 5 | -3
C[C@H](CO)N1C[C@H](C)[C@@H](CN(C)C(=O)c2cccc(F)c2)Oc2cc(-c3cncnc3)ccc2S1(=O)=O | / | i | / | / | / | 0 | 1.5&0.0&3.6 | 0 | -2 | /
O=C(c1cnn2c(C(F)(F)F)cc(-c3ccc(Br)cc3)nc12)N1CCOCC1 | / | i | 4 | 4 | -1 | -3 | / | 0 | 7 | /
O=c1cc(Cl)[nH]c(=O)n1CCNc1ncc(C(F)(F)F)cc1Cl | -1.6 | 1.4 | 2 | 15 | 7 | 7 | / | 1 | -3 | -11
Cc1ccc(/C=c2\sc3nc(-c4cccs4)nn3c2=O)o1 | 2.9 | -0.7 | 2 | / | 3 | -4 | / | 0 | 0 | -6
O=C(Nc1ccc(Cl)cc1)c1ccco1 | 0.8 | i | 2 | -17 | 6 | -5 | -2.5 | -1 | 9 | 0
CC1(Cc2ccccc2C#N)C(=O)Nc2ccc(OC(F)(F)F)cc21 (centres undefined) | / | -0.5 | / | / | / | / | 2.2 | -1 | 0 | /
Cc1ccc(S(=O)(=O)NCC(=O)OCC(=O)N2C(C)CCCC2C)cc1 (centres undefined) | 1.6 | i | / | -1 | / | 10 | 0.0 | 1 | 12 | 0
COc1ccc(C(=O)N2CCN(c3nc4cc(C)cc(C)c4cc3C#N)CC2)cc1 | / | -0.4 | / | / | / | 1 | -0.9 | 11 | -1 | /
COCCCNC(=O)Cn1cc(C(=O)C2CC2)c2ccccc21 | 1.3 | -0.4 | -4 | -5 | 28 | 2 | / | 2 | 8 | -5
O=C(CSc1nnnn1-c1ccc(Cl)c(C(=O)O)c1)NC(c1ccccc1)c1ccccc1 | 1.3 | -0.2 | 0 | -3 | -22 | -6 | / | 3 | -8 | 1
CC(C)c1ccc(NC(=O)CSc2n[nH]c(=O)n2C2CC2)cc1 | 3.7 | -0.1 | 5 | -13 | -6 | 1 | 0.7 | 0 | -2 | -5
CCOC(=O)c1c(NC(=O)CN2CCC(C)CC2)sc(C)c1C | 0.2 | i | 3 | 9 | 16 | 6 | -1.2 | 1 | 4 | 6
CCc1ccc(-c2cc(C(F)(F)F)n3nc(C(=O)Nc4c(C)nn(Cc5ccccc5Cl)c4C)cc3n2)s1 | -0.8 | i | 1 | -20 | 2 | -6 | -2.3 | 2 | 4 | -2
Cc1cc(C)c(C)c(S(=O)(=O)N2CCN(CC(=O)NC(=O)NCc3ccccc3)CC2)c1C | 0.3 | i | 3 | 0 | 14 | -2 | 0.3 | 1 | 3 | 7

Exported with tabs: part of the list above
Compound	UGM FP inh	BH1578 lux ind	3CLpro inhibitor	PriA SSB inh	VHR inh abs	MazEF act	BioA inh	FBA Mtb inh	GDH-TPI inh	Rv3671c protease
COc1ccc(C(=O)N2CCN(c3nc4cc(C)cc(C)c4cc3C#N)CC2)cc1	/	-0.4	/	/	/	1	-0.9	11	-1	/
COCCCNC(=O)Cn1cc(C(=O)C2CC2)c2ccccc21	1.3	-0.4	-4	-5	28	2	/	2	8	-5
O=C(CSc1nnnn1-c1ccc(Cl)c(C(=O)O)c1)NC(c1ccccc1)c1ccccc1	1.3	-0.2	0	-3	-22	-6	/	3	-8	1
CC(C)c1ccc(NC(=O)CSc2n[nH]c(=O)n2C2CC2)cc1	3.7	-0.1	5	-13	-6	1	0.7	0	-2	-5

Later entries.
SMILES | UGM FP inh | BH1578 lux ind | 3CLpro inhibitor | PriA SSB inh | VHR inh abs | MazEF act | BioA inh | FBA Mtb inh | GDH-TPI inh | Rv3671c protease
O=C(CNC(=O)c1ccc(OC(F)F)cc1)NC1CCCc2ccccc21 (centres undefined) | -0.2 | -0.8 | 7 | -20 | 10 | 5 | -0.6 | -1 | 5 | -17
CCC(=O)c1ccc(N2CCN(C(=O)c3ccccc3Br)CC2)c(F)c1 | -2.0 | -0.2 | -2 | -7 | -2 | -12 | 25 | -2 | 5 | 10
CC(=O)NO | -3.1 | -0.3 | / | -16 | / | -1 | -1.1 | -1 | 7 | 0
CC1(C)CC(=O)C(C=Nc2ccccc2C(=O)O)=C(O)C1 | -1.1 | i | -6 | -8 | 10 | 1 | -1.6 | 13 | 42* | -5
O=C(N/N=C1\CC(c2ccccc2)Oc2ccccc21)c1ccccn1 (centres undefined) | 1.0 | i | -2 | / | 18 | 5 | / | 2 | 2 | 9
C[C@@H](NC(=O)c1nc[nH]c1C(=O)N(C)Cc1ccccc1)c1ccccc1 | 1.4 | i | / | 0 | / | 3 | 0.3 | 2 | 8 | -2
N#Cc1ccc2c(c1)NC(=O)C1CCCN21 (centres undefined) | -1.1 | -0.2 | -4 | -12 | 31 | 3 | 2.1 | 6 | 2 | -12
CCCNC(=O)C(Cc1ccccc1)NC(=O)c1ccc(C(F)(F)F)cc1 (centres undefined) | -1.2 | -0.3 | / | 3 | / | -8 | -0.1 | 3 | 4 | 4
CCOC(=O)C1=C(C)Nc2ccccc2N/C1=N\S(=O)(=O)c1ccccc1 | / | i | / | / | / | -1 | 0.2 | 5 | 13 | /
COc1ccc(C2C(C(=O)NCc3ccco3)c3ccccc3C(=O)N2C)cc1 (centres undefined) | 2.6 | i | 3 | -6 | 19 | 8 | / | -1 | 4 | -1
CCc1nc(NC(C)C)c2oc3ccccc3c2n1 | -1.5 | -4.7 | -3 | -16 | 34 | 2 | 2.1 | -1 | -10 | 2
Cc1cc(-c2ccc(Cl)s2)n[nH]1 | -1.2 | i | 0 | -9 | 17 | 7 | -0.2 | 3 | 11 | 0
Nc1nonc1-n1nnc(C(=O)N/N=C\c2ccncc2)c1CN1CCCCC1 | -1.7 | i | -2 | / | 13 | -2 | -2.1 | -2 | 5 | -10
CN(Cc1nc2c(s1)CCCC2)C(=O)CCc1nnc(-c2ccccc2)o1 | -1.4 | i | 3 | -16 | 8 | -13 | / | 0 | 2 | 6
Cc1ccc(-c2nc3cnccn3c2Nc2c(C)cccc2C)o1 | 1.4 | -0.2 | -5 | -5 | -12 | 15 | 4.4 | -2 | -1 | 0
CC1CC(C)(C)CC2(C1)NC(=O)N(CC(=O)Nc1cc([N+](=O)[O-])ccc1F)C2=O (centres undefined) | -2.2 | i | / | 2 | / | 11 | -1.2 | -3 | -1 | 5
CN(Cc1cccc(F)c1)C(=O)c1ccc(S(=O)(=O)N2CCOCC2)cc1 | -0.4 | i | / | -8 | / | -2 | -0.1 | 4 | 1 | -9
O=C(C1CCN(S(=O)(=O)c2cccc3cccnc23)CC1)N1CCn2c1nc1ccccc12 | 0.2 | -0.2 | 3 | -8 | 42 | 12 | -0.4 | 1 | 0 | 10
CN(CCCNC(=O)CCC(=O)N1CCOc2ccc(Cl)cc21)Cc1ccccc1 | 0.0 | -0.2 | 0 | -6 | 6 | 5 | 0.2 | -1 | 2 | 3
Cc1c(Cc2ccccc2)c(=O)oc2cc(OC(C)C(=O)NCC3CCC(C(=O)O)CC3)c(Cl)cc12 (centres undefined) | -0.2 | -0.4 | 2 | -5 | -18 | 9 | 9.8 | 34* | 28 | -8
Cc1cc(C)c(NC(=O)CN(C)C(=O)CCC(=O)c2ccc(C)s2)c(C)c1 | / | 0.0 | / | -4 | / | -6 | 0.1 | 4 | 19 | -8
C=CCN(C)CC/C=C1\c2ccccc2CSc2ccccc21 | -0.2 | 0.5 | 1 | 7 | 0 | 5 | 2.5 | 5 | -12 | -5
COc1ccc(-n2c(-c3ccc(Cl)cc3)c[nH]c2=S)cc1 | -0.7 | -1.2 | 9 | 14 | -26 | -1 | 0.1 | 0 | 1 | 1
COc1cc(C(=O)O/N=C2\CCCc3c2ccc(OC)c3[N+](=O)[O-])cc(OC)c1OC | -1.8 | 20 | -2 | / | 28 | 3 | -0.7 | 4 | 1 | -4
CCCCCCn1c(CN2CCN(C)CC2)nc2c1c(=O)n(C)c(=O)n2C | -1.0 | -0.3 | -2 | -7 | -10 | 6 | -1.0 | 3 | -3 | 6
CCCCn1c(N)c(N(CCOC)C(=O)c2ccc3c(c2)C(=O)N(c2ccccc2C)C3=O)c(=O)[nH]c1=O | -2.9 | 1.5 | / | -6 | / | -2 | -0.2 | -1 | 0 | -4
CCOc1cc(N2CCOCC2)c(OCC)cc1NC(=O)C(NC(=O)c1c(F)cccc1F)C(C)C (centres undefined) | / | i | / | -3 | / | 5 | -0.4 | 2 | 1 | /
Cc1cc(OC(C)C(=O)NC(Cc2c[nH]c3ccc(O)cc23)C(=O)O)c2c(C)cc(=O)oc2c1 (centres undefined) | 4.6 | -0.4 | -3 | -8 | 13 | -2 | -0.4 | 8 | 8 | -1
COc1ccc(CCNC(=O)COc2cccc(-n3cnnn3)c2)cc1 | / | i | / | -17 | / | 7 | 0.5 | 0 | 2 | /
COc1ccc(N2CCN(C(=O)CNC(=O)c3ccc(C(C)(C)C)cc3)CC2)cc1 | 0.7 | -0.4 | 6 | -3 | 4 | 2 | / | 0 | 11 | 1
